CBFb RUNX1 block – CBF-beta/RUNX1 interaction disruption; AlphaScreen CBFb-His/RUNX1-biotin binding, biochemical; Q01196+Q13951; 230,000 tested, under 10 active; Potency, µM (top dose mostly 59.8 µM), for inactives: at the top dose activity, negative = inhibition, actives largely listed as inhibitors; AID 1477; further: % of control where 0% means no effect
Target sequence (Q01196 whole entry, looked up): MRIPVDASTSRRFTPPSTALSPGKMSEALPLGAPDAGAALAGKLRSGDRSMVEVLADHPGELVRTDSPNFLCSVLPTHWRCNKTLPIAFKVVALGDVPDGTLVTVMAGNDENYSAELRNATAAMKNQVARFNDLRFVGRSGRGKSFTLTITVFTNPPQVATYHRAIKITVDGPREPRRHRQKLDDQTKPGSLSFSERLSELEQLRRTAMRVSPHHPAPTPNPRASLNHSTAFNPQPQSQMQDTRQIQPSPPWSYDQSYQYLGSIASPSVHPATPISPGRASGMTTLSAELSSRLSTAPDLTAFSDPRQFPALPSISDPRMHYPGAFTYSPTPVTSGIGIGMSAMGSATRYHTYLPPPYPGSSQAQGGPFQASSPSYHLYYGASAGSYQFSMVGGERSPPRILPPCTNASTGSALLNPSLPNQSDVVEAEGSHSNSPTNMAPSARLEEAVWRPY
Target sequence (Q13951 whole entry, looked up): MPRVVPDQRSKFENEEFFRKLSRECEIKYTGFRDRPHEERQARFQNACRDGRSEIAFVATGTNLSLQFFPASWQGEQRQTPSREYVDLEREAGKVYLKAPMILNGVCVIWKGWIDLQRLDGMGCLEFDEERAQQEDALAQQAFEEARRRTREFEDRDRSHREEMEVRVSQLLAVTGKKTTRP
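CBF-beta (His) and RUNX1 (biotin), 30 nM each; 20 min preassociation; + compound, 15 min; + beads 50 ng each (Ni, streptavidin), 90 min; RT; AlphaScreen read.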
SMN2 splice enh – enhancers of SMN2 splice variant expression; hit rate 2.8% among 210,000; Potency, µM (series often up to 46.1 µM), for the others: top-dose activity change, positive = activation, usual class: activators; HEK293 SMN2-luciferase splicing reporter, luminescence, 30-36 h; AID 1458; further: potency means the concentration at half of the fitted maximal effect; % of control where 0% means no effect; nearly all actives have a fitted effect of over 55% in size
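qHTS luciferase splicing reporter: luminescence rises when SMN2 exon 7 is included in transfected HEK293 cells. Compound exposure lasted 30-36 h at 37C, with 4.5 mM final sodium butyrate as control, followed by a ONE-Glo read.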
HttQ103 aggreg – reduces HttQ103-GFP aggregates in PC12 cells. Potency, µM (doses to about 46.1 µM), for the others: at the highest dose activity change, negative = inhibition, hits mostly inhibitors. hit rate 1.1% among 220,000. PC12 HttQ103-GFP aggregates, Acumen cytometry, 40 h; further: potency means the concentration at half of the fitted maximal effect; on the % scale 0 is the no-effect control and ±100 the full control effect; nearly all actives have a fitted effect of over 60% in size
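Aggregate formation scored by laser-scanning cytometer (488 excitation, 500–530 emission) in lysed PC12 cells expressing Q103-GFP after 100 nM tebufenozide induction; library tested in dose series, with ATPLite reagent added in the multiplex.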
IMPase Li cell – IMPase inhibition in cells with lithium potentiation; CHO-M1 cells, IP1 TR-FRET (IP-One), carbachol + lithium; Potency, µM (doses to about 59.4 µM), for the others: top-dose activity, negative = IMPase inhibition, usual class: inhibitors; hit rate 0.35% among 210,000; AID 1457;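 further: IP1 builds up when IMPase is blocked and the TR-FRET signal falls; potency means the concentration at half of the fitted maximal effect; plate controls were basal vehicle for no effect and high inhibitor control for full effect; nearly all actives have a fitted effect of over 50% in size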
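Readout is a homogeneous TR-FRET IP1 immunoassay (Ex 320, Em 665 and 620), where raised cytosolic IP1 lowers signal. Cells were CHO-M1 treated 30 min at 37C with test compounds plus a little lithium; AC50 values came from Hill-equation fitting.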
Luc counter – blocks Kinase-Glo luciferase, a counter-screen artifact; Q27757; Kinase-Glo luciferase, ATP luminescence, 8 min; AID 1379; hit rate 0.28% among 200,000; Potency, µM (series often up to 38.3 µM), without a hit: top-dose activity change, negative = inhibition, most hits filed as inhibitors; further: potency means the concentration at half of the fitted maximal effect; on the % scale 0 is the no-effect control and ±100 the full control effect; nearly all actives have a fitted effect of over 60% in size
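Compound is pinned into ATP-containing buffer (10 uM ATP, imidazole pH 7.2, 7 mM MgCl2). Kinase-Glo luciferase reagent is then added. Light output is recorded following an 8-min room-temperature incubation.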
HTT ATP protect – cytoprotection in Huntington HTT-Q103 PC12 cell model. PC12 HTT-Q103 induced, cytoprotection, ATP luminescence, 40 h. Potency, µM (series often up to 56.4 µM), inactives show cytoprotection (ATP increase), actives largely listed as activators. hit rate 0.14% among 230,000. AID 1471;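 further: potency means the concentration at half of the fitted maximal effect; % of control where 0% means no effect; nearly all actives have a fitted effect of over 45% in size; toxic huntingtin expression switched on by the ecdysone agonist tebufenozide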
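Cells were plated at 1500 per well in phenol red-free DMEM with 5% equine and 5% calf serum. Tebufenozide (100 nM final) and compounds were added, then ATPlite reagent, and luminescence was read.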
Lamin A splicing – LMNA splicing modulation. HeLa LMNA splicing GFP/RFP minigene ratio, 48 h. Potency, µM (doses to about 46.1 µM), without a hit: at the top dose ratio change, negative = inhibition, actives largely listed as inhibitors. hit rate 0.01% among 200,000; active means well fitted inhibition curve with a large enough effect in the signal ratio, with a control signal flat, not every such curve was filed as active; inconclusive means small, poorly fitted or top-dose-only effect, or effect the other way, or a change in a side signal; the % refers to the signal ratio; further: potency means the concentration at half of the fitted maximal effect; on the % scale 0 is the no-effect control and ±100 the full control effect
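Read-out is the ratio of GFP to DsRed2 object intensity, acquired by 488 nm laser-scanning cytometry on HeLa lamin A-EGFP minigene reporter cells. Compound incubation 48 hrs at 37 °C in Opti-MEM with 2% FBS; DMSO 0.5% final.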
* marks the source's active call; other numbers are inactive results; ? = inconclusive; · = no result given; [ ] = dose if it differs, or a comment. Unless noted, the call rests on the fitted dose curve; in most records, active means well fitted curve in the direction sought with a large enough effect; inconclusive means small, poorly fitted or top-dose-only effect, or another doubt; inactive means no such curve, though single readings can be large; an effect the other way counts as inactive or inconclusive.

SMILES	CBFb RUNX1 block	SMN2 splice enh	HttQ103 aggreg	IMPase Li cell	Luc counter	HTT ATP protect	Lamin A splicing
COc1ccc(C2CC(c3ccccc3)=NN2C(=O)COC(=O)c2cccnc2Cl)cc1 (configuration not stated)	-6%	16%	-3%	3%	0%	13%[10 µM]	?
Cc1sc(NC(=O)c2cc3ccccc3oc2=O)c(C(=O)OC(C)C)c1-c1ccccc1	0%	22%	9%	16%[38.3 µM]	-4%	-21%	4%
COc1ccc(OCC(=O)N2N=C(C)CC2(O)C(F)(F)F)cc1 (configuration not stated)	5%	9%	12%	-2%	1%	-12%	-4%[46 µM]
COc1ccc(NC(=O)CSc2nc3c(c(=O)n2-c2ccccc2OC)SCC3)cc1	3%	-5%	-8%	17%[38.3 µM]	-1%	17%[10 µM]	-15%
CCc1nnc(NC(=S)Nc2ccccc2)s1	-10%	22µM*	9%	-6%	1%	-19%	·
CC(=O)c1cccc(N2Cc3ccccc3C2=NC(=O)CCl)c1	14%	-17%	21%	10%	-2%	-6%	·
O=C(NC1CCCCC1)c1cc(Cl)ccc1[N+](=O)[O-]	-3%	-8%	0%	-3%	0%	0%[10 µM]	-6%
Cc1ccc(C)c(NC(=S)NC23CN4CN(CN(C4)C2)C3)c1	7%	18%	-1%	-7%	-1%	-14%	·
COC(=O)c1ccc(Cl)c(S(=O)(=O)N2CCCC2)c1	16%	7%	5%	19%	-1%	·	·
Cc1ccc(CNC(=O)c2ccc3c(=O)n(CCCN4CCCC4=O)c(=S)[nH]c3c2)cc1	-4%	-10%	1%	-35%[38.3 µM]	-1%	-12%[10 µM]	9%
CCOC(=O)/C=C1\SCC(=O)N1CC(=O)NCCOC	9%	5%	19%	10%	-1%	-24%	-5%[46 µM]
CCOc1ccc(CN2CCN(Cc3cnc(-c4ccccc4)s3)CC2CCO)cc1 (configuration not stated)	-2%	-38%[inhibitor]	5%[9.22 µM]	-3%	1%	-6%[10 µM]	·
COc1ccc(OCc2cccc(C(=O)N3CCCC3)c2)cc1	-6%	2.5µM*	?	0%	-2%	10%[10 µM]	?
Cc1nnc(SCC(=O)NC(=O)NC2CCCC2)n1N	9%	-30%	-16%	22%[38.3 µM]	18%	27%	4%
COC(=O)C1=C(NC(=O)c2cccc(OC)c2)CCS1	8%	-12%	21%	1%[38.3 µM]	-5%	-17%	7%
O=C(c1cc(-c2ccc(Cl)cc2Cl)on1)N1CCOCC1	5%	1.3µM*	-16%	17%[38.3 µM]	-5%	-64%[inhibitor]	-7%
COc1ccccc1/C=N/Nc1nncc2ccccc12	0%	10µM*	5%	-17%	-21%	-3%[10 µM]	-12%
COc1ccc(-c2ccnc(SCC(=O)c3ccc(Cl)cc3)n2)cc1	-5%	-29%	3%	10%	2%	9%[10 µM]	6%
Cn1c(CNC(=O)c2ccco2)nnc1SCC(=O)Nc1c(F)cc(F)cc1Br	5%	-5%	-1%[9.22 µM]	11%	3%	12%[10 µM]	-1%[46 µM]
O=c1cc[nH]c2cc(Cl)ccc12	-2%[2.36 µM]	17%	-13%	-10%	-4%	·	8%
O=C(NC1CC1)C1C2C3C4CC5C3C5C4C12 (configuration not stated)	-3%	-2%	29%	0%[38.3 µM]	1%	-8%[10 µM]	2%
[N-]=[N+]=NCC1OC(n2cnc3c(=O)[nH]c(N)nc32)C(O)C1O (configuration not stated)	·	1%	·	-2%	0%	·	-8%
COC(=O)c1[nH]c2ccc(C)cc2c1NC(=O)CN1CCc2cc(OC)c(OC)cc2C1	-11%	-34%[inhibitor]	-33%	-7%[38.3 µM]	-1%	-40%[inhibitor][0.074 µM]	?
COc1ccc(/C=N/Nc2nc(N3CCCC3)nc(N3CCCC3)n2)c(OC)c1OC	-2%	-3%	-22%	2%	-1%	·	7%
CC1(C)N([O-])C2=C(CCCC2)[N+]1=O	·	-8%	·	-1%	-7%	·	·

The list continues.
SMILES	CBFb RUNX1 block	SMN2 splice enh	HttQ103 aggreg	IMPase Li cell	Luc counter	HTT ATP protect	Lamin A splicing
CC(=O)Nc1ccc(NC(=O)Cc2sc(C)nc2-c2ccc(C)cc2)cc1	-5%	-2%	19%	-3%	1%	24%[10 µM]	-6%
Cc1cccc(C)c1NC1=NCCCCC1	10%	7%	1%	11%	-1%	-14%	-15%[46 µM]
CN1CCN(Cc2nc3ccccc3c(=O)n2Cc2nc(-c3cccc([N+](=O)[O-])c3)cs2)CC1	2%	·	13%	2%	·	-32%[inhibitor]	·
COc1cccc(OCC(=O)NNC(=S)Nc2ccc(Cl)cc2Cl)c1	1%	-11%	17%	16%	1%	5%	·
CCOC(=O)CNC1CC(=O)N(c2cccc(Cl)c2)C1=O (configuration not stated)	-6%	0%	-4%	3%[38.3 µM]	-2%	-2%[10 µM]	6%
O=c1[nH]c2cc3c(cc2cc1CN(Cc1cccnc1)C(=S)NCc1ccco1)OCCO3	4%	·	20%[9.22 µM]	14%	-1%	-19%[10 µM]	·
O=C(N/N=C1\CCCc2c1[nH]c1ccc([N+](=O)[O-])cc21)c1ccncc1	-2%	-7%	-14%	-3%	-3%	13%[10 µM]	-9%
CCCOc1cc(C)c(S(=O)(=O)NC2CC(C)(C)NC(C)(C)C2)cc1C	4%	-44%[inhibitor]	-10%	0%	1%	7%[10 µM]	?
CC(=O)c1cn(CC(=O)Nc2ccccc2C)c2ccccc12	-2%	-61%[inhibitor]	?	0%[38.3 µM]	-3%	-17%	5%
Cc1ccsc1S(=O)(=O)N1CCCC(CCC(=O)NCc2ccccc2F)C1 (configuration not stated)	0%	·	8%[9.22 µM]	9%	0%	14%[10 µM]	?
COc1ccc(-c2cc(=Nc3c(C)n(C)n(-c4ccccc4)c3=O)c3ccccc3o2)cc1	3%	21%	?	5%	0%	-61%[inhibitor]	-22%[46 µM]
O=C(Nc1ccc(Cl)cc1)c1ccc(-c2ccccn2)s1	1%	·	18%[9.22 µM]	·	·	12%[10 µM]	·
Cc1ccc(CSc2n[nH]c(N)n2)cc1	0%	·	-9%[9.22 µM]	2%	-4%	2%[10 µM]	·
Cc1ccc(-c2cc3cccc[n+]3cc2-c2ccc(C)cc2)cc1	4%	-62%[inhibitor]	?	9%	0%	·	?
O=C(/C=C/c1ccccc1Cl)NCCc1ccccc1	9%	?	10%	3%[38.3 µM]	-8%	-25%	?
c1ccc2ccccc2c1	7%[21.7 µM]	5%	-16%	-10%	·	?	·
Cc1cc(C)nc(NS(=O)(=O)c2ccc(NC(=O)CN3C(=O)S/C(=C\c4ccccc4)C3=O)cc2)n1	-3%	?	?	12%	-1%	-48%[inhibitor][10 µM]	?
COC(=O)C1=C(C)NC(C)=C(C(=O)OC)C1C(=O)OCC(=O)N1c2ccccc2CC1C (configuration not stated)	1%	?	?	14%[38.3 µM]	-3%	-1%	0%
COC(=O)c1ccccc1NC(=O)Oc1ccc(F)cc1	1%	-2%	-4%	2%[38.3 µM]	1%	33%	0%
COc1cccc(C2C(C(=O)c3ccco3)=C(O)C(=O)N2CCN(C)C)c1OC (configuration not stated)	2%	6%	-28%	0%	2%	·	-7%
CN(C)CC(C)(C)CN=Cc1c(O)[nH]c2ccccc12	-2%	·	-7%[9.22 µM]	·	·	5%[10 µM]	·
CC(=O)OCC1=C(C(=O)O)N2C(=O)C(NC(=O)C(C)Cn3nc(C)c(Cl)c3C)C2SC1 (configuration not stated)	?	-2%	22%	1%	0%	-14%	?
CCN(CC)S(=O)(=O)c1ccc(N2CCCC2)c(NC(=O)c2ccncc2)c1	-6%	·	-14%[9.22 µM]	·	·	-9%[10 µM]	?
CCOC(=O)N1CCC(NS(=O)(=O)c2ccc3c(c2)OCC(=O)N3)CC1	1%	-21%	10%	-4%[38.3 µM]	-6%	-17%	1%
COc1ccc2c(c1)-c1nc(/N=C/c3ccc(O)c(OC)c3)sc1CC2	-3%	-11%	-10%	3%	0%	10%[10 µM]	-9%

The results go on.
SMILES	CBFb RUNX1 block	SMN2 splice enh	HttQ103 aggreg	IMPase Li cell	Luc counter	HTT ATP protect	Lamin A splicing
COc1ccc(NC(=O)C2CCCN(S(=O)(=O)c3c(C)n[nH]c3C)C2)cc1OC (configuration not stated)	-5%	-10%	1%	10%	·	-5%	·
CCOc1ccc2c(C)c(C(=O)O)oc2c1OCC	6%	3%	-22%	7%	2%	30%[10 µM]	-9%
C/C(=N\NC(=O)Cc1cccn1C)c1ccc2ccccc2c1	-13%	-10%	?	19%[38.3 µM]	-6%	24%[10 µM]	17%
COc1ccc(OCCN2C(=O)c3ccccc3C2=O)cc1	11%	4%	11%	10%	1%	?	9%[46 µM]
COc1cccc(-c2nc(CS(=O)(=O)CC(=O)N3CCN(C)CC3)c(C)o2)c1	1%	11%	-24%	4%	0%	-8%[10 µM]	-2%
Cc1ccc(C(=O)NCc2nnc(SCC(=O)Nc3ccccc3)n2C)cc1	2%	-2%	11%	3%	-2%	11%[0.074 µM]	4%
CN(c1ccc(C(=O)Nc2cccc([N+](=O)[O-])c2)cc1)S(C)(=O)=O	-10%	-39%[inhibitor]	-9%	6%	-1%	-65%[inhibitor]	·
O=C(NCCO)c1cc2ccccc2c(=O)s1	3%	-2%	-10%	-22%[38.3 µM]	-6%	-6%	5%
c1ccc(COc2ccc(CN3CCN(c4ccccn4)CC3)cc2)cc1	-3%	19%	?	10%[38.3 µM]	-2%	-61%[inhibitor]	-6%
O=C(COC(=O)Cc1ccsc1)NC1CCCCCC1	7%	6%	2%	-1%[38.3 µM]	-3%	-21%[10 µM]	3%
CC1=CC(C)(C)N(S(=O)(=O)c2ccc(F)cc2)c2ccc(C)cc21	13%	-5%	14%	59%[activator][38.3 µM]	-1%	-76%[inhibitor]	-2%

Some of these compounds in order of the HttQ103 aggreg value, low to high.
| compound | CBFb RUNX1 block | SMN2 splice enh | HttQ103 aggreg | IMPase Li cell | Lamin A splicing |
| --- | --- | --- | --- | --- | --- |
| COc1cccc(-c2nc(CS(=O)(=O)CC(=O)N3CCN(C)CC3)c(C)o2)c1 | 1% | 11% | -24% | 4% | -2% |
| O=C(NCCO)c1cc2ccccc2c(=O)s1 | 3% | -2% | -10% | -22%[38.3 µM] | 5% |
| O=C(COC(=O)Cc1ccsc1)NC1CCCCCC1 | 7% | 6% | 2% | -1%[38.3 µM] | 3% |
| CC1=CC(C)(C)N(S(=O)(=O)c2ccc(F)cc2)c2ccc(C)cc21 | 13% | -5% | 14% | 59%[activator][38.3 µM] | -2% |

Bioassay records as filed in PubChem BioAssay.
